PP5 primary: PP5 phosphatase inhibitors, primary screen, biochemical, fluorescence; Serine/threonine-protein phosphatase 5 (Homo sapiens), P53041; purified PP5c, OMFP substrate fluorescence; inhibition, % at 6.7 µM; 320,000 compounds, 0.18% hits;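 active = inhibition above the campaign's mean inhibition across all tested compounds plus 3 SD, cut at about 9.5% in these data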;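 also: 0% = DMSO only and 100% = 100 µM cantharidin control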
Target sequence (P53041 whole entry, looked up): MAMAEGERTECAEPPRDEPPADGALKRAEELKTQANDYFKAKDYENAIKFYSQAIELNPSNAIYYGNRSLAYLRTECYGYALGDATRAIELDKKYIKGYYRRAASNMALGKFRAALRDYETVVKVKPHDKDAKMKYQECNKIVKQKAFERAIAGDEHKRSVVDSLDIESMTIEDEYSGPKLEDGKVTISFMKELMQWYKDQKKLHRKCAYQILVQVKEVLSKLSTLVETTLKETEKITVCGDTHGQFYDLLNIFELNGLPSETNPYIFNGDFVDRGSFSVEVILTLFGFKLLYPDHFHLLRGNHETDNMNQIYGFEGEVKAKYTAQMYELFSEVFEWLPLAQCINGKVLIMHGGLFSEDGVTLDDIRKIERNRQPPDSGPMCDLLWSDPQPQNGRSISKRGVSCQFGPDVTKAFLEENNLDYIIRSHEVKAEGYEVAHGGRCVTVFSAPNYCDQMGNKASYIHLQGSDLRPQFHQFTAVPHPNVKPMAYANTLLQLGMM
proCasp7 act: procaspase-7 activators, primary screen, counter-screen for procaspase-3 activator project, biochemical, absorbance, HTS, human; recombinant procaspase-7, Ac-DEVD-pNA absorbance 405 nm; D23A/D198A/D206A triple mutant, cannot self-cleave; scale: DMSO 0, 5 µM enzyme 100; activation, % at 8.5 µM; 330,000 compounds, 0.093% hits;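 active = percent activation above the screen-wide mean plus 3 SD, cut at about 25% in these data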
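System: Uncleavable procaspase-7 mutant enzyme; Amount: 2 µM procaspase-7 mutant as dispensed; Schedule: 1 h compound preincubation, 2 h substrate cleavage, 25 °C; Measured by: 405 nm absorbance of p-nitroaniline; Evaluation: percent activation from buffer-corrected 0–120 min absorbance change; Control set: low DMSO alone, high DMSO plus 5 µM PC-7.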
PP1 counter: PP1-alpha phosphatase inhibitors, primary screen, counter-screen for PP5 inhibitor project, biochemical, fluorescence, OMFP substrate, single point; Serine/threonine-protein phosphatase PP1-alpha catalytic subunit (Homo sapiens), P62136; purified PP1alpha; inhibition, % at 6.7 µM; 320,000 compounds, 0.9% hits; AID 2235, 2010;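 active = inhibition above the mean inhibition of all tested compounds plus 3 SD, computed separately for each screening campaign, cut at about 15% in these data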
core dimer inh: inhibitors of HCV core protein dimerization, primary screen, biochemical, TR-FRET, high-throughput; TR-FRET GST/Flag-core106 dimerization, 1536-well; inhibition, % at 5 µM; 300,000 compounds, 0.33% hits;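 active = inhibition above the mean of all tested compounds plus 3 SD, set per screening campaign, cut at about 45% in these data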
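assay system = GST-tagged and Flag-tagged HCV core protein residues 1-106 | controls = unlabelled core106 and no-GST-core106 wells | incubation = compound-protein-antibody incubation 4 h at 22.5 °C | probe or stimulus = Eu donor and XL665 acceptor anti-tag antibodies | read-out = % inhibition based on acceptor/donor emission ratio | signal = TR-FRET 671 and 617 nm emission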
AHR act: AHR activators, primary screen, cell-based, luminescence, luciferase reporter, human; AHR-responsive luciferase reporter cells; activation, % at 5 µM; 320,000 compounds, 2.5% hits; AID 2796, 2010; in the data active = activation above about 47%;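 also: 0% = vehicle wells and 100% = reference agonist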
PAFAH2 FP inh: PAFAH2 enzyme inhibitors, primary screen, biochemical, fluorescence polarization, human. recombinant PAFAH2, FP-rhodamine activity probe. inhibition, % at 3.39 µM. 340,000 compounds, 0.99% hits;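 active = inhibition above the mean over all tested compounds plus 3 SD, cut at about 30% in these data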;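 also: inhibitors block probe labeling of enzyme so polarization drops; 0% = enzyme with DMSO and 100% = wells lacking PAFAH2 protein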
procasp3 activ: activators of human procaspase-3 D3A mutant, primary screen, biochemical, absorbance, PC-3 D3A mutant, single concentration; Caspase-3 (Homo sapiens), P42574; 330,000 compounds, 0.11% hits; recombinant procaspase-3 D3A, Ac-DEVD-pNA absorbance 405 nm; activation, % at 8.5 µM;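 active = activation above the mean of all tested compounds plus 3 SD, cut at about 21% in these data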;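 also: 0% = DMSO alone and 100% = DMSO wells spiked with extra 5 µM PC-3 D3A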
Target sequence (P42574 whole entry D9A/D28A/D175A): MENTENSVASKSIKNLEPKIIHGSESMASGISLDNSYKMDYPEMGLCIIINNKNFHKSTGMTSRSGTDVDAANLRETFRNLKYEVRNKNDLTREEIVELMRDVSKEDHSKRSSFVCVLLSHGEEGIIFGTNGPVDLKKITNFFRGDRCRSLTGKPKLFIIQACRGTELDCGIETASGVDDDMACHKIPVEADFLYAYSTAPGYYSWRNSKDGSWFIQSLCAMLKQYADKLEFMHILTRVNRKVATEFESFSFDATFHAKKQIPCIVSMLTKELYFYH
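Assay system – Procaspase-3 D3A mutant · Benchmarks – DMSO low control, extra-enzyme high control · Technique – 405 nm absorbance of p-nitroaniline, reads at 0 and 120 min · Doses – 8.5 µM nominal · Measure – % activation between DMSO and enzyme-spiked controls · Also added – Ac-DEVD-pNA chromogenic peptide substrate · Schedule – 1 h compound preincubation, 2 h substrate hydrolysis at 25 °C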
TPT1 inh: Candida albicans TPT1 enzyme inhibitors, primary screen, biochemical, fluorescence polarization | tRNA 2'-phosphotransferase TPT1 (Candida albicans SC5314) | recombinant caTPT1, FP RNA substrate dephosphorylation | inhibition, % at 5 µM | 300,000 compounds, 0.81% hits;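 active = inhibition above the mean of all tested compounds plus 3 SD, set per screening campaign, cut at about 24% in these data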;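 also: plate controls were DMSO alone for no effect and ferristatin control at 100 nM for full effect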
Fh CTSL1 inh: Fasciola hepatica cathepsin L1 inhibitors, primary screen, counter-screen for PFM18AAP inhibitor project, biochemical, QFRET, fluorogenic peptide substrate. recombinant F. hepatica cathepsin L1, Z-Leu-Arg-MCA fluorescence. inhibition, % at 5.96 µM. 300,000 compounds, 0.49% hits. AID 1906, 2009;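 active = inhibition above the mean of all tested compounds plus 3 SD, set per screening campaign, cut at about 17% in these data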;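 also: 0% = plate median of test compound wells and 100% = 1 µM Z-Phe-Ala-diazomethylketone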
Numbers without * were called inactive; . = not tested or not shown.

no.	mol	PP5 primary	proCasp7 act	PP1 counter	core dimer inh	AHR act	PAFAH2 FP inh	procasp3 activ	TPT1 inh	Fh CTSL1 inh
1	CCc1ccc(S(=O)(=O)Nc2ccccn2)cc1	1.5	-2	-4	3	1	0	0	0	-3
2	CN(C)CCCNC(=O)c1cc(C(=O)c2ccc(F)cc2)c[nH]1	0.5	-4	1	-23	2	-2	-4	1	-1
3	CCN(CC)CCN(C(=O)c1cccc([N+](=O)[O-])c1)c1nc2ccc(OC)cc2s1	0.1	3	0	-3	29	-1	-2	-9	-1
4	O=C(/C=C/c1cc([N+](=O)[O-])ccc1OC(F)F)Nc1cccc(OC(F)F)c1	4.4	3	0	2	5	5	-3	1	1
5	COc1cc2c(c(OC)c1)C(c1cccc(OC)c1OC)CC(=O)N2 (stereo not drawn)	2.4	-1	-2	-9	5	10	9	7	-1
6	CC1CCN(CC(O)COCCOc2ccc(Br)cc2)CC1 (stereo not drawn)	4.0	7	1	2	0	-11	-3	0	0
7	C=CCn1c(C)cc(C(=O)CSc2nc(N)cc(N)n2)c1C	0.0	10	-1	7	6	2	-2	1	1
8	O=[N+]([O-])c1cc(/C=N/O)ccc1Oc1ccccc1Cl	2.7	4	-1	3	5	-6	1	1	-3
9	CC1CN(C(=O)c2ccccc2NS(=O)(=O)c2cccc([N+](=O)[O-])c2)CC(C)O1 (stereo not drawn)	3.6	-3	-4	-4	2	4	-13	1	-3
10	CC1=C(C)CC(C(=O)NCc2ccc3c(c2)OCO3)C(C(=O)O)C1 (stereo not drawn)	-1.2	-11	-2	-1	2	11	-6	2	5
11	CCOc1ccc(C)cc1S(=O)(=O)NC1CCCCCC1	2.8	-1	0	3	0	1	5	-1	-1
12	COc1cccc(NC(=O)CSc2nnc(COc3ccc4c(c3)CCCC4)o2)c1	4.3	4	3	1	5	-6	2	-2	3
13	CC1CCCCN1Cc1c(O)ccc2c(=O)c(-c3nc4ccccc4s3)coc12 (stereo not drawn)	-0.3	5	-6	12	9	-3	10	10	-1
14	CC(C)Oc1ccc(C(=O)N2CCCC2C(=O)O)cc1 (stereo not drawn)	-1.5	-5	-2	-7	0	7	-3	1	1
15	CC(C(=O)NC1(C#N)CCCCC1)N(C)CC(=O)Nc1ccc(Cl)c(Cl)c1 (stereo not drawn)	6.2	4	4	.	3	-1	7	.	.
16	CC(C)CC(CO)N1CCN(C(=O)c2ccc(Cl)cc2)CCC1=O (stereo not drawn)	2.1	0	-6	5	2	-6	-1	-3	-3
17	COCCCNC(=O)CN1C(=O)/C(=C\c2ccc(C)cc2)Sc2ccccc21	1.1	1	2	0	-7	-6	-8	3	0
18	CCP(=O)(CC)C(C)(C)CP(=O)(c1ccccc1)c1ccccc1	-1.2	-9	0	4	0	-2	11	2	1
19	O=C(OCc1ccc([N+](=O)[O-])cc1)c1ccc2ccccc2n1	3.4	10	2	2	7	6	4	2	-6
20	O=C(O)C1CCCCC1C(=O)Nc1ccc(S(=O)(=O)N2CCCCCC2)cc1 (stereo not drawn)	1.2	4	0	2	0	4	15	0	-1
21	CCN(CC)CCN(C(=O)CN1C(=O)CCC1=O)c1nc2cc3c(cc2s1)OCO3	0.5	-7	-2	-6	4	1	5	1	3
22	N=c1oc2ccc3ccccc3c2cc1C(N)=S	0.1	-16	-3	11	17	-5	-15	5	7
23	COc1cc(CC(NC(C)=O)C(=O)NC2CCN(C(=O)Nc3ccc(C)cc3)CC2)cc(OC)c1 (stereo not drawn)	2.2	8	2	-5	-1	-10	-4	-5	-3
24	CC(C)(C)c1ccc(NC(=S)NCc2cccs2)cc1	6.8	-5	3	7	18	8	-2	-2	0
25	Cc1ccccc1N(CC(=O)NCCSCc1ccccc1)S(C)(=O)=O	0.3	5	0	4	1	6	0	-6	-2
26	COc1ccc(S(=O)(=O)N2CCOCC2)cc1NC(=O)c1cccc2c(=O)c(C)c(-c3ccccc3)oc12	-1.1	-1	0	21	-1	-10	4	-2	-2
27	COc1ccc(/C=C/c2nc3ccccc3n2Cc2ccc(OC)c(OC)c2)cc1	4.5	9	1	13	24	-6	10	-2	2
28	COc1ccc(Cl)cc1NC(=O)CSc1nc(Nc2ccccc2)nc(N2CCOCC2)n1	0.8	4	0	6	0	-12	4	0	-4
29	CSCCn1c(C(C)(C)C)cc(C(=O)O)c1C	-1.9	3	-5	-2	-1	-8	4	0	0
30	CNC(=O)c1ccc(S(=O)(=O)c2ccc(Cl)cc2)c(NC(C)=O)c1	1.8	4	-1	4	1	-4	3	-4	1
31	COc1ccc(-c2cc(C(F)(F)F)nc(SCC(=O)N(C)Cc3cnn(C)c3C)n2)cc1OC	1.2	1	0	1	7	-4	-4	-4	0
32	Nn1c(SCC(=O)NCc2ccc3c(c2)OCO3)nnc1C1CC1	-2.5	10	-4	0	0	-5	1	3	-2
33	CCOC(=O)C1CCN(C(=O)CNC(=O)c2nn(-c3ccc(OC)cc3OC)c(=O)c3ccccc23)CC1	-0.4	4	1	1	0	8	-4	-3	-1
34	CCC(CC)C(=O)N1CCN(Cc2ccc3c(c2)OCO3)CC1	1.4	-6	2	7	0	-10	2	-2	-3
35	COC(=O)c1ccccc1N=Nc1c(N)n[nH]c1N	-1.3	0	-3	-10	14	4	0	-6	4
36	O=C(Cc1ccc(Nc2nc3ccc(Br)cc3[nH]2)cc1)NCCc1cccs1	4.6	-9	6	-23	8	12	4	-2	5
37	Clc1ccc(/C=N/Nc2nc(Cl)nc3ccccc23)cc1	1.4	-11	6	8	65*	8	1	3	3
38	COC(=O)c1c(NC(=O)c2c(-c3ccccc3Cl)noc2C)sc2c1CCC2	-0.2	9	4	14	2	-6	0	6	0
39	Cc1ccc(C2=NCCn3c2c2ccc([N+](=O)[O-])cc2[n+]3[O-])cc1	2.8	-6	-1	11	19	-5	3	4	4
40	COc1cc(C(=O)N2CCN(C(=O)c3cc(-c4ccc(Br)cc4)n[nH]3)CC2)cc(OC)c1OC	3.2	-2	-2	0	14	-4	7	1	-2
41	CCOc1ccc(C(=O)NCCC(=O)N2CCC3(CC2)NCCc2[nH]cnc23)cc1OCC	1.8	-2	-3	6	-1	8	-4	-2	1
42	Cc1ccc(C(C(=O)NC2CCCCC2)N(CC2CCCO2)C(=O)CNC(=O)c2ccco2)cc1 (stereo not drawn)	-0.4	10	-1	0	4	6	9	-3	-2
43	COc1ccc(C(=O)OC(C)C(=O)NC(C)CCc2ccccc2)cc1[N+](=O)[O-] (stereo not drawn)	-4.3	-12	0	-13	2	-2	-4	1	-7
44	O=C(COC(=O)[C@@H]1CC(O)CN1S(=O)(=O)c1ccc2c(c1)OCCO2)NCc1ccc(F)cc1 (stereo partly drawn)	-2.3	10	-5	-3	3	0	3	2	-8
45	COc1ccccc1N1CCN(C(=O)CCCCCn2c(=O)[nH]c3ccsc3c2=O)CC1	1.9	-2	-2	0	5	-11	2	0	-4
46	CN1CCN(C(=O)c2cc3ccccc3oc2=O)CC1	0.8	-8	-5	-1	0	1	2	1	8

Among those listed so far, 7 contain a nitro group on carbon.
no.	mol	PP5 primary	proCasp7 act	PP1 counter	core dimer inh	AHR act	PAFAH2 FP inh	procasp3 activ	TPT1 inh	Fh CTSL1 inh
3	CCN(CC)CCN(C(=O)c1cccc([N+](=O)[O-])c1)c1nc2ccc(OC)cc2s1	0.1	3	0	-3	29	-1	-2	-9	-1
4	O=C(/C=C/c1cc([N+](=O)[O-])ccc1OC(F)F)Nc1cccc(OC(F)F)c1	4.4	3	0	2	5	5	-3	1	1
8	O=[N+]([O-])c1cc(/C=N/O)ccc1Oc1ccccc1Cl	2.7	4	-1	3	5	-6	1	1	-3
9	CC1CN(C(=O)c2ccccc2NS(=O)(=O)c2cccc([N+](=O)[O-])c2)CC(C)O1 (stereo not drawn)	3.6	-3	-4	-4	2	4	-13	1	-3
19	O=C(OCc1ccc([N+](=O)[O-])cc1)c1ccc2ccccc2n1	3.4	10	2	2	7	6	4	2	-6
39	Cc1ccc(C2=NCCn3c2c2ccc([N+](=O)[O-])cc2[n+]3[O-])cc1	2.8	-6	-1	11	19	-5	3	4	4
43	COc1ccc(C(=O)OC(C)C(=O)NC(C)CCc2ccccc2)cc1[N+](=O)[O-] (stereo not drawn)	-4.3	-12	0	-13	2	-2	-4	1	-7

Source: PubChem (The Scripps Research Institute Molecular Screening Center)

Hits appear at their usual frequency. Share with any hit: about 5.6%.
